TROY signal inh: inhibitors of TROY-driven NF-kB signaling, primary screen, Q293 LMP1-TROYcd cells, NF-kB luciferase, uHTS. Q293 LMP1-TROYcd NF-kB luciferase reporter, 4 h. inhibition, % at 10 µM. actives 0.98% (n = 360,000);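 active = compounds whose plate-normalised and pattern-corrected inhibition of the luciferase reporter signal at the single screening dose is 50% or more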
SRC1 inh: SRC1 coactivator transcriptional activity inhibitors, primary screen, cell-based, luminescence; inhibition, % at 3.6 µM; actives 0.12% (n = 360,000); HEK293 GAL4-SRC1 luciferase reporter; AID 588354, 2011;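 active = inhibition above the campaign mean plus 3 SD, with each screening campaign given its own cutoff, cut at about 60% in these data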;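 note: 0% = DMSO treated cells and 100% = gossypol at 36 µM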
NOD2-RIPK2 inh: NOD2-RIPK2 binding disruptors in cells, primary screen, fluorescence, CHO cells, BLA complementation. Receptor-interacting serine/threonine-protein kinase 2 (Homo sapiens), O43353. CCF4 ratio. inhibition, % at 4.98 µM. actives 0.38% (n = 360,000). AID 624267, 2012; in the data active = inhibition above about 21%;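 note: 0% = vehicle only and 100% = reference blocker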
NR5A2 inv ag: LRH-1 (NR5A2) inverse agonists, primary screen, cell-based, luminescence, HEK293T, StAR-luciferase reporter | LRH-1 transfected, 24 h | inhibition, % at 3.6 µM | actives 0.13% (n = 360,000) | Nuclear receptor subfamily 5 group A member 2 (Homo sapiens), O00482;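 active = inhibition above the mean inhibition of all tested compounds plus 3 SD, cut at about 73% in these data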;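 note: 0% = DMSO wells and 100% = reporter-only cells lacking LRH-1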
TWEAK Fn14 block: inhibitors of TWEAK-Fn14 signaling, primary screen, luciferase reporter cells, uHTS; actives 2% (n = 360,000); TWEAK-stimulated Fn14 reporter cells, luciferase luminescence, 8 h; inhibition, % at 10 µM; AID 1159606, 2016; in the data active = inhibition above about 50%
TLR9-MyD88 block: inhibitors of TLR9-MyD88 association in cells, primary screen, cell-based, CHO, BLA complementation, fluorescence. Toll-like receptor 9 (Homo sapiens) + Myeloid differentiation primary response protein …. CCF4 FRET ratio. inhibition, % at 4.98 µM. actives 0.21% (n = 340,000);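 active = inhibition above the mean over all tested compounds plus 3 SD, cut at about 21% in these data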;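 note: 0% = DMSO only wells and 100% = clavulanate BLA inhibitor control wells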
Target sequence (Q99836 whole entry, looked up): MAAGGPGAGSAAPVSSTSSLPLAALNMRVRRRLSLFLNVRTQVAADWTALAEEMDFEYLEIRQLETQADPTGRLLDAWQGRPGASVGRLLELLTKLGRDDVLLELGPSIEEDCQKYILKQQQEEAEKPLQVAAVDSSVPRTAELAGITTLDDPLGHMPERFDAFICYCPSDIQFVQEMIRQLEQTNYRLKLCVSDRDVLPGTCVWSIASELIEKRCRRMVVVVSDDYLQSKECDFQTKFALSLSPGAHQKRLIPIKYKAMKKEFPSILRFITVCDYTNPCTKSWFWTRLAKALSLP
Target sequence (Q9NR96 whole entry, looked up): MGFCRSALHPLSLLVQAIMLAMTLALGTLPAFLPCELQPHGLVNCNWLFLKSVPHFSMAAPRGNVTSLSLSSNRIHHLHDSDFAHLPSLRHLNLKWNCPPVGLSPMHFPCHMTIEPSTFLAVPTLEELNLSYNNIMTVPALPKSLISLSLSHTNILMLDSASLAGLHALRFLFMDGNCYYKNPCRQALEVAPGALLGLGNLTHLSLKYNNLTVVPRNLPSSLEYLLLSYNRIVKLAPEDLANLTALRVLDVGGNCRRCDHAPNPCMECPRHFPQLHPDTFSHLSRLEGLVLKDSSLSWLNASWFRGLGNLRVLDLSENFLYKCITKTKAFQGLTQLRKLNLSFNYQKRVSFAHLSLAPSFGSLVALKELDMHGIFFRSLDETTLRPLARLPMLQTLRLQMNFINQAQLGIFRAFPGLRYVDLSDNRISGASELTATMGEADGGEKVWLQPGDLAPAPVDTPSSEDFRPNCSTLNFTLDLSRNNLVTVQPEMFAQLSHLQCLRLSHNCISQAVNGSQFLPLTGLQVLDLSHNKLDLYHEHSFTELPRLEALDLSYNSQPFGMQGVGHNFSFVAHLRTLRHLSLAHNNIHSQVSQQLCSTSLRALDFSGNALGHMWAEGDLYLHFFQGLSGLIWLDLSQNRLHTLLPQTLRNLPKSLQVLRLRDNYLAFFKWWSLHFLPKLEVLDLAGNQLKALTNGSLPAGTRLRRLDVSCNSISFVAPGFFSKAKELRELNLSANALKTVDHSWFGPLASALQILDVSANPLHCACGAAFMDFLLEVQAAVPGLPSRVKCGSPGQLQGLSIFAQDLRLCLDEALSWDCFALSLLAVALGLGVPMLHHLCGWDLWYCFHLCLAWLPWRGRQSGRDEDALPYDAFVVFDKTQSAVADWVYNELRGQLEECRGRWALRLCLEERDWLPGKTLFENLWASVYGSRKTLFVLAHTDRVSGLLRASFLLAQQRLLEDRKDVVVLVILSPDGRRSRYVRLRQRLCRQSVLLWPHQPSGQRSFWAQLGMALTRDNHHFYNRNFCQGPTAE
EBV LMP1 NFkB: EBV LMP1-driven NF-kappaB luciferase reporter inhibitors, primary screen, cell-based, luminescence, single point; LMP1-induced NF-kappaB luciferase reporter cells; inhibition, % at 12.5 µM; actives 0.69% (n = 350,000); AID 504558, 2011; in the data active = inhibition above about 41%; inconclusive = no clear call, values can overlap the other calls;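 note: 0% = neutral control wells and 100% = reference inhibitor control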
NCOA3 inh: SRC3 coactivator transcriptional activity inhibitors, primary screen, cell-based, luminescence | actives 0.17% (n = 360,000) | inhibition, % at 3.6 µM | HEK293 GAL4-SRC3 luciferase reporter | Nuclear receptor coactivator 3 (Homo sapiens), Q9Y6Q9;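 active = inhibition above a per-campaign cutoff, the mean of all compounds plus 3 SD, cut at about 60% in these data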;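 note: 0% = DMSO-treated cells and 100% = gossypol-treated cells at 36 µM; higher means less SRC3-driven luciferase light from the GAL4 reporter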
TRAIL sens C8: viability loss with TRAIL in NB7+C8 cells, primary screen, TRAIL sensitizer project, cell-based, ATPlite luminescence | inhibition (viability loss, TRAIL sensitization), % at 10 µM | actives 1% (n = 360,000);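 active = compounds causing at least 50% loss of cell viability in the single-dose screen, relative to plate controls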
COUP-TFII inh: NR2F2 transcriptional activity inhibitors, primary screen, cell-based, luciferase reporter, HEK293T, luminescence. COUP transcription factor 2 (Homo sapiens), P24468. HEK293T NGFI-A luciferase reporter. inhibition, % at 8.6 µM. actives 0.7% (n = 370,000);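 active = inhibition above a per-plate cutoff, mean inhibition of test wells between control levels plus 3 SD, cut at about 38% in these data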;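 note: cells cotransfected with COUP-TFII expression vector driving the NGFI-A reporter; 0% = median of COUP-TF2 test wells and 100% = reporter-only cells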
NCOA2 inhibitor: inhibition of GAL4-SRC2 driven luciferase reporter, primary screen, SRC2 inhibitor project, cell-based, luminescence; Nuclear receptor coactivator 2 (Homo sapiens), Q15596; HEK293 GAL4-SRC2 luciferase reporter; inhibition, % at 9 µM; actives 0.17% (n = 370,000);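 active = inhibition above the mean inhibition of all tested compounds plus 3 SD, set per campaign, cut at about 52% in these data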;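 note: 0% = DMSO treated cells and 100% = cells given Gossypol at 36 µM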
* hit, by the source's call; u = inconclusive; x = not tested or not shown. Some of the compounds tested. The share of hits here may be higher or lower than overall.

SMILES	TROY signal inh	SRC1 inh	NOD2-RIPK2 inh	NR5A2 inv ag	TWEAK Fn14 block	TLR9-MyD88 block	EBV LMP1 NFkB	NCOA3 inh	TRAIL sens C8	COUP-TFII inh	NCOA2 inhibitor
COc1ccc(/C=N/Nc2cc(N3CCOCC3)nc(C)n2)c(OC)c1	10	7	12	0	-18	-6	-5	4	3	-17	-13
CCN1C(=O)[C@H]2[C@@H](c3ccc(C)cc3)N3C(=O)N(c4ccc(C)cc4)C(=O)[C@@]3(CC)[C@H]2C1=O	-39	-30	-3	-13	-5	6	-6	-23	7	0	-33
O=C(Oc1cccc(C(=S)N2CCCCC2)c1)c1ccccc1	16	-14	6	-1	-13	10	-18	3	6	-19	-8
Cc1nc2sc(C(c3cccc(F)c3)N3CCN(C(=O)c4ccco4)CC3)c(O)n2n1 (stereo unspecified)	6	-5	-2	-17	13	-5	-4	-7	17	9	-14
COCCNC(=O)Cc1cn(C)c2ccccc12	-18	3	-2	-1	2	-20	-14	14	0	9	-36
c1ccc(CCc2nc(-c3ccccn3)no2)cc1	-64	-72	-12	-130	4	-5	-23	-71	4	-33	-18
O=C(NN=C1CCC(=NNC(=O)c2ccccn2)CC1)c1ccccn1	-30	-108	3	-139	-22	5	-14	-76	-5	-39	-61
CCOC(=O)N1CCN(C(=O)c2ccc(CS(=O)Cc3ccccc3Cl)o2)CC1 (stereo unspecified)	3	-13	-6	-15	-21	0	9	-3	-11	-9	6
CCOC(=O)c1cc(-c2ccc3c(c2)OCCO3)n[nH]1	-42	-75	0	-147	24	1	-34	-54	20	-58	-44
COC(=O)/C(=C\c1cccnc1)NC(=O)c1ccc(OCc2ccccc2)cc1	-27	-15	-7	-22	11	6	1	-21	3	13	11
CN1c2ccccc2-c2nc3ccccc3n2C1c1ccco1 (stereo unspecified)	-62	5	-9	2	2	-2	2	-5	4	-15	12
CC(=O)CCS(=O)(=O)c1ccc(Oc2ccc(S(=O)(=O)CCC(C)=O)cc2)cc1	-1	-6	-3	-1	20	2	20	11	-2	17	-24
CC(=O)c1c(C)[nH]c(C(=O)Nc2ccccc2Cl)c1C	-9	-9	-4	-11	-3	6	-18	-54	-1	-23	-33
COCCNc1nc(NCCCN2CCCC2=O)c2sc(-c3ccccc3)cc2n1	-75	9	2	9	-23	x	x	-5	18	9	-30
Cc1nnc(SCc2ccon2)n1-c1ccccc1	-3	1	-4	-20	-5	6	-11	0	-1	-4	9
COc1cc(OC)cc(C(=O)NNC(=O)C(=O)Nc2cc(OC)c(Cl)cc2OC)c1	25	-14	-18	19	-24	6	7	-30	6	19	-22
Cc1ccc(/C=C2\SC(=S)N(CCCC(=O)Nc3ccccc3C(=O)O)C2=O)cc1	83*	23	-7	5	84*	-5	13	18	34	15	66*
O=C1CN(C(=O)COC(=O)CCC(=O)c2ccc(F)cc2)c2ccccc2N1	19	4	1	17	2	9	4	23	-12	5	8
CC(=O)Nc1cc(ON=C(C)C)cc([N+](=O)[O-])c1	-1	-2	-14	20	-13	-1	-2	11	-6	5	3
CC(CCc1ccccc1)NC(=O)c1ccc2nc(N3CCOCC3)sc2c1 (stereo unspecified)	28	4	-1	13	14	-7	5	13	30	-11	11
Cc1ccc(-n2nc3c(=O)n(CCCC(=O)NCc4ccccc4C)nc(C)c3c2C)cc1	13	8	-3	8	-3	0	-1	8	-3	17	0
NNC(=O)CNS(=O)(=O)c1ccc([N+](=O)[O-])cc1	-6	-4	-2	6	7	4	-2	13	-1	-12	20
CC(=O)c1cccc(-c2ccc3c(c2)C(C)(Cc2ccccc2C#N)C(=O)N3)c1 (stereo unspecified)	2	16	-10	0	32	x	x	2	-15	-18	-36
CCOC(=O)c1ccc(-c2ccc3ncnc(N(C)Cc4sccc4C)c3c2)o1	-34	-11	11	-20	-21	x	x	-50	16	-65	-14
Cc1nn(C)c(N)c1-c1ccccc1	5	13	6	-3	-1	8	-1	5	-9	-8	-7

One compound at a time (already shown).
COCCNc1nc(NCCCN2CCCC2=O)c2sc(-c3ccccc3)cc2n1 in the list: TROY signal inh: -75; SRC1 inh: 9; NOD2-RIPK2 inh: 2; NR5A2 inv ag: 9; TWEAK Fn14 block: -23; TLR9-MyD88 block: x; EBV LMP1 NFkB: x; NCOA3 inh: -5; TRAIL sens C8: 18; COUP-TFII inh: 9; NCOA2 inhibitor: -30
O=C1CN(C(=O)COC(=O)CCC(=O)c2ccc(F)cc2)c2ccccc2N1 in the list: TROY signal inh: 19; SRC1 inh: 4; NOD2-RIPK2 inh: 1; NR5A2 inv ag: 17; TWEAK Fn14 block: 2; TLR9-MyD88 block: 9; EBV LMP1 NFkB: 4; NCOA3 inh: 23; TRAIL sens C8: -12; COUP-TFII inh: 5; NCOA2 inhibitor: 8

Structures shown so far containing an NH in an aromatic ring:
SMILES	TROY signal inh	SRC1 inh	NOD2-RIPK2 inh	NR5A2 inv ag	TWEAK Fn14 block	TLR9-MyD88 block	EBV LMP1 NFkB	NCOA3 inh	TRAIL sens C8	COUP-TFII inh	NCOA2 inhibitor
CCOC(=O)c1cc(-c2ccc3c(c2)OCCO3)n[nH]1	-42	-75	0	-147	24	1	-34	-54	20	-58	-44
CC(=O)c1c(C)[nH]c(C(=O)Nc2ccccc2Cl)c1C	-9	-9	-4	-11	-3	6	-18	-54	-1	-23	-33

(list continues)
SMILES	TROY signal inh	SRC1 inh	NOD2-RIPK2 inh	NR5A2 inv ag	TWEAK Fn14 block	TLR9-MyD88 block	EBV LMP1 NFkB	NCOA3 inh	TRAIL sens C8	COUP-TFII inh	NCOA2 inhibitor
COc1ccc(N/C(N)=N/c2nc(C)cc(C)n2)cc1	-4	-1	2	16	-50	-5	6	8	6	-5	23
CCC(Sc1nc2c(cnn2-c2ccc(Cl)cc2)c(=O)[nH]1)C(=O)OC (stereo unspecified)	-1	-14	-8	-1	4	5	0	0	0	0	8
COc1ccc(S(=O)(=O)N2CCCCCC2)cc1C(=O)OCC(=O)NCC(C)C	10	4	-4	6	2	-8	-2	9	-5	9	-16
COc1ccc(-c2coc3cc(O)ccc3c2=O)cc1	-76	-102	-2	-142	10	-1	-23	-90	28	-36	-35
O=S(=O)(c1ccc(Cl)c(C(F)(F)F)c1)N1CCN(c2ccccn2)CC1	-5	7	4	14	4	4	7	-1	-1	19	-2
COc1cc(/C=C(\C#N)C(=O)c2c(C)[nH]c3ccccc23)cc(OC)c1OC	-3	-4	-3	12	-17	-4	1	-5	7	1	-7
Cc1cc(C)cc(NC(=O)CCn2c(=S)[nH]c3ccccc3c2=O)c1	-39	-41	-4	11	-20	0	-1	-1	16	16	-1
COc1ccc(-c2nc(C#N)c(NCc3ccc(C)cc3)o2)cc1OC	-23	-34	-3	-15	-31	8	11	-20	-15	-14	-17
Cc1nc2ccccc2cc1C(=O)N(C)Cc1ccccc1	4	6	-4	-12	30	-5	-7	8	-1	17	6
C=CCc1cccc2cc(C(=O)N3CCN(c4ccccn4)CC3)c(=O)oc12	-11	-23	3	-5	6	3	0	2	-2	24	5
COC(=O)c1cc2nc(-c3ccccc3)cc(C(F)(F)F)n2n1	-6	11	-3	5	5	-6	1	-17	5	-22	6
c1cnc(NC2CCCCCC2)nc1	-5	5	-6	3	-15	1	0	13	-10	12	-17
O=C(COC(=O)CCCN1C(=O)c2cccc3cccc(c23)C1=O)Nc1cccc(Br)c1	8	-15	5	2	-11	0	-4	8	-8	17	-12
O=C(Nc1cc(Cl)cc(Cl)c1)C1CCCC1	7	-2	-3	-5	-2	0	9	7	10	-8	-45
CC1=Nc2ccccc2N=C(NC(=O)/C=C/C(=O)O)C1c1ccccc1 (stereo unspecified)	-15	-145	-10	-90	-1	-2	u	-109	-3	-15	-59
CCS(=O)(=O)Nc1ccc(C2=NN(S(=O)(=O)c3ccc(F)cc3)C(c3ccco3)C2)cc1 (stereo unspecified)	-7	19	-53	2	-24	-7	-1	19	25	10	-1
O=C(CS(=O)(=O)c1ccc(Cl)cc1)NCCS(=O)(=O)c1ccc(Cl)cc1	6	-8	-12	1	-9	14	-2	3	-2	8	-8
Cc1ccc(N2C(=O)CC(Cc3ccc(Cl)cc3)C2=O)cc1 (stereo unspecified)	5	-3	1	13	8	19	-10	-12	-2	10	26
COc1ccccc1N1CN(CCc2ccccc2)CNC1=S	-4	-2	-3	-3	-6	-2	-3	22	1	12	0
O=C(c1cccc(Cl)c1)N1CCN(C2CCCCCC2)CC1	3	-24	-8	3	-9	-7	-17	16	-13	-19	-43
Cc1cc(C)c(OCC(=O)N(Cc2ccccc2)C2CCS(=O)(=O)C2)c(C)c1 (stereo unspecified)	-4	16	-10	-10	-1	2	-2	1	5	7	0
O=C(Nc1ccccc1Cl)NC1(C(=O)N2CCCCC2)CCCCC1	5	5	3	6	2	8	1	23	-3	11	-15
CCN1C2=C(C(=O)CCC2)C(c2ccc(O)cc2)C2=C1CCCC2=O	-1	0	-9	8	4	-5	0	14	-18	-11	2
O=C1CCC(C(=O)Nc2ccc([N+](=O)[O-])cc2)N1 (stereo unspecified)	12	5	4	-28	-7	1	-3	5	-12	-12	2
C[C@@H]1Cn2cnc(C(=O)Nc3ccc(CNC(=O)OC(C)(C)C)cc3)c2C(=O)N1	-18	-2	-7	19	-42	9	5	-12	19	-13	-8

Looked up above:
In NOD2-RIPK2 inh, `COc1cc(/C=C(\C#N)C(=O)c2c(C)[nH]c3ccccc23)cc(OC)c1OC` shows -3
In TRAIL sens C8, `O=C1CCC(C(=O)Nc2ccc([N+](=O)[O-])cc2)N1` (stereo unspecified) shows -12
In NCOA2 inhibitor, `Cc1nc2ccccc2cc1C(=O)N(C)Cc1ccccc1` shows 6
